FadD28 FP inh = inhibitors of Mycobacterium tuberculosis FadD28 bisubstrate binding | inhibition, % at 12.5 µM | 360,000 tested, 0.22% active | AID 588549 | FadD28 bisubstrate probe binding, fluorescence polarization; in the data active = inhibition above about 8.5%, passing the limit was not always enough; inconclusive = no clear call, values can overlap the other calls
BoNT-F LC inh = blocks Botulinum neurotoxin F light chain protease; Multiplex microsphere protease cleavage assay, flow cytometry; inhibition, % at 10 µM; 360,000 tested, 0.22% active; in the data active = inhibition above about 35%, passing the limit was not always enough; inconclusive = no clear call, values can overlap the other calls; also: plate controls were buffer without enzyme for full effect and enzyme alone for no effect
PfHsp40 rescue = rescue of PfHsp40-mediated yeast toxicity. S. cerevisiae expressing PfHsp40, growth rescue, ATP luminescence. growth rescue, % at 12.5 µM. 340,000 tested, 0.68% active; in the data active = growth rescue above about 28%, passing the limit was not always enough; inconclusive = no clear call, values can overlap the other calls;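 also: yeast W303a lacking pdr1 and pdr3 grown in galactose medium; growth measured after three days at 30 °C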
Anthrax LF inh2 = blocks Bacillus anthracis lethal factor protease; P15917; multiplex microsphere protease cleavage assay, LF; inhibition, % at 10 µM; 360,000 tested, 0.12% active; AID 588501; also: plate controls were buffer without enzyme for full effect and enzyme alone for no effect
PrPC TRFRET = cell surface PrPC inhibition, primary TR-FRET screen | inhibition, % at 13.8 µM | TR-FRET read-out | AID 720596 | 370,000 tested, 0.43% active | P04156; in the data active = inhibition above about 24%; also: 0% = median of the test wells and 100% = reference compound wells
BoNT A protease = BoNT A light chain protease inhibition | multiplex microsphere protease substrate cleavage, flow cytometry | inhibition, % at 10 µM | 360,000 tested, 0.17% active | AID 588499; also: plate controls were buffer without enzyme for full effect and enzyme alone for no effect
TcdB GH inh = blocks C. difficile toxin B glycohydrolase activity. 350,000 tested, 0.24% active. TcdB glycohydrolase enzymatic assay, plate reader. inhibition, % at 9.99 µM. P18177; in the data active = inhibition above about 10%
Target sequence (P18177 whole entry, looked up): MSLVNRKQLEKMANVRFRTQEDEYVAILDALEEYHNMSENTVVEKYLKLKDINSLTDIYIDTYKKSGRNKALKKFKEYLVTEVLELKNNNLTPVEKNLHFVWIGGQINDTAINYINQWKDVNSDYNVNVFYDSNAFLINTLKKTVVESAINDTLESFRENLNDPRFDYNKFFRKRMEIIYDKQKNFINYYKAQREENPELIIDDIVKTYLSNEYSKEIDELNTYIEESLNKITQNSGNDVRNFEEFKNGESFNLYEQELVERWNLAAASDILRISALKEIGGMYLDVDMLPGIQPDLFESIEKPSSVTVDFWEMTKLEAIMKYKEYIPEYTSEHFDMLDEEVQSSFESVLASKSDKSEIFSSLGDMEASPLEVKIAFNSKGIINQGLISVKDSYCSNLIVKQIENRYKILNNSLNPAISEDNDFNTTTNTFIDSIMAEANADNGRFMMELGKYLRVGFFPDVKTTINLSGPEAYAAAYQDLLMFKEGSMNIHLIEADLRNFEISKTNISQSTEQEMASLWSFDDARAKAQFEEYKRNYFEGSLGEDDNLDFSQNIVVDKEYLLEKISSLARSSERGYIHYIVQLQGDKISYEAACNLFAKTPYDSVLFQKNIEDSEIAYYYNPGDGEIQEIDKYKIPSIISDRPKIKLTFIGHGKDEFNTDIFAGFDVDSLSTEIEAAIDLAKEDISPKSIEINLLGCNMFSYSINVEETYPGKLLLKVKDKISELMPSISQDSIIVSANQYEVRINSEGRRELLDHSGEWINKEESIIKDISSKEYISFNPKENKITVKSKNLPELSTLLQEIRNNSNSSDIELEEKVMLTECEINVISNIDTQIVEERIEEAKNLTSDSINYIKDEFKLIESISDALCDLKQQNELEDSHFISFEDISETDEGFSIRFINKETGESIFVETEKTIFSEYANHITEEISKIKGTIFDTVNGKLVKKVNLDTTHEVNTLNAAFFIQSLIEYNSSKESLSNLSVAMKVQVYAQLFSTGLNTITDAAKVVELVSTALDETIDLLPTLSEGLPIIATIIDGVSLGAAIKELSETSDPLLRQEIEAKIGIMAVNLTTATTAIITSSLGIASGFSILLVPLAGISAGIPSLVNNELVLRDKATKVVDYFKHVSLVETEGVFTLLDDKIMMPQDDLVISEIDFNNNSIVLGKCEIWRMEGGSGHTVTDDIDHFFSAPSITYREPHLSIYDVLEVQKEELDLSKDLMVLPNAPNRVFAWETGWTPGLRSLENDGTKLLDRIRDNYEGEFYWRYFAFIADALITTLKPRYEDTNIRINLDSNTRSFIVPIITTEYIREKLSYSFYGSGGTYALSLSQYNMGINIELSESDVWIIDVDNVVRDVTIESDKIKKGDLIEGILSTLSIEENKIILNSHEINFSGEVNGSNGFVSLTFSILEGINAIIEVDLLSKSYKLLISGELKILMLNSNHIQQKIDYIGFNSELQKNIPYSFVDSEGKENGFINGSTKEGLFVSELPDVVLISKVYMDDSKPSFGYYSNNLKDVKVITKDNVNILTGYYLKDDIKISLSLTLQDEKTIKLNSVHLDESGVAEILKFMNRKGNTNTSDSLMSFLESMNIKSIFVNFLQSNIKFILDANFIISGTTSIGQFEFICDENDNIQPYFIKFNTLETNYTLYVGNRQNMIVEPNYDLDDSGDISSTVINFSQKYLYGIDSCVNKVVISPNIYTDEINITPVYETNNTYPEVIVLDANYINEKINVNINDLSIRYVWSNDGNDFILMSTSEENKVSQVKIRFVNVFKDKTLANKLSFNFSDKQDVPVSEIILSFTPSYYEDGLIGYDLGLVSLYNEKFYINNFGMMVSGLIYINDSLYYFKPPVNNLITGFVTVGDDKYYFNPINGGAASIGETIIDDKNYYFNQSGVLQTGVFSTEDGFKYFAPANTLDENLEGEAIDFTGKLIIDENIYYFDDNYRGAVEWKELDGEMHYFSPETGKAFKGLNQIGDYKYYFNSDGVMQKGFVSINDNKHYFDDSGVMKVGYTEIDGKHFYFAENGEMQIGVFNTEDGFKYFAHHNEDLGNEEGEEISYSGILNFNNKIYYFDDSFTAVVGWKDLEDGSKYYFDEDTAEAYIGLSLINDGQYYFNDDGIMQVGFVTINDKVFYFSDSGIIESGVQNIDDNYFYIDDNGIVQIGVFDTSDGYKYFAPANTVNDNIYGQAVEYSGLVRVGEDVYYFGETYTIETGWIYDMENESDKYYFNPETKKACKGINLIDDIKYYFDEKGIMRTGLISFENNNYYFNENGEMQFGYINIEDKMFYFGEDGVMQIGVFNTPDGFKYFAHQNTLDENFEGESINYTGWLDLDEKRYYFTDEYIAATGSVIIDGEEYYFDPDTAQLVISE
Y pestis TopoI = Y. pestis Topo-I inhibition via cleavage products. Y. pestis Topo-I cleavage product accumulation, plate reader. activity, % at 10 µM. 360,000 tested, 0.064% active. AID 504884; in the data active = activity above about 50%, passing the limit was not always enough; inconclusive = no clear call, values can overlap the other calls; also: inactives centre near 2
CCHFV vOTU inh = blocks the CCHF virus ovarian tumor domain protease; CCHFV vOTU protease, Pep-AMC fluorescence; inhibition, % at 11.5 µM; 370,000 tested, 0.55% active; AID 651958; in the data active = inhibition above about 30%; also: 0% = vehicle wells with enzyme and 100% = no enzyme wells
The depositor's hits bear a star; ? = inconclusive; . = not tested or not shown; & = joins results of further samples. Rule as the data show it, unless noted: active = inhibition above about 30%; inconclusive = no clear call, values can overlap the other calls; inactive = below that.

SMILES	FadD28 FP inh	BoNT-F LC inh	PfHsp40 rescue	Anthrax LF inh2	PrPC TRFRET	BoNT A protease	TcdB GH inh	Y pestis TopoI	CCHFV vOTU inh
CCOC(=O)CNC(=O)N1CCCC(C(=O)c2cc(C)c(OC)c(C)c2)C1 (stereo not given)	0.2	-15	2.7	-1	10	0.9	-0.4	2	-2
Cc1cccc(NC(=O)/C(C#N)=C/c2ccccc2O)n1	-2.9	-2	-0.1	-11	4	1.0	0.3	1	-13
COc1ccc(C(CNC(=O)COc2ccccc2OC)N2CCCCC2)cc1 (stereo not given)	-1.3	6	1.1	6	2	0.9	0.0	9	0
COc1cc(F)cc(-c2ccc3c(c2)c(C#Cc2ccsc2)c(-c2cc(OC)cc(OC)c2)n3C)c1	-0.8	-3	0.4	-7	3	0.3	1.0	-6	1
Cc1sc2nc(CSc3nc4ccccc4c(=O)n3CCCN3CCOCC3)[nH]c(=O)c2c1C	-0.2	-9	-1.1	1	-2	7.8	.	-10	-11
C[C@@H]1CN([C@@H](C)CO)C(=O)CCCn2nncc2CO[C@H]1CN(C)S(=O)(=O)c1ccccc1C#N	-0.1	-4	.	1	4	-0.3	-0.9	2	-2
COc1ccc(-n2nnnc2C(CCSC)N2CCC3(CC2)C(=O)NCN3c2ccccc2)cc1 (stereo not given)	-0.6	3	.	-2	-9	-0.7	2.9	.	6
COc1ccc(NC(=O)CN(C)C(=O)Cc2ccsc2)cc1	-0.3	-2	0.4	-1	4	-1.4	2.4	8	-6
Cc1ccc(/C=N\NC(=O)CCc2n[nH]c(=O)[nH]c2=O)o1	-3.6	-2	-1.9	2	-6	-1.3	1.8	0	-6
CCOC(=O)c1[nH]c2c(c1-c1ccccc1)C(=O)CC(c1ccccc1)C2 (stereo not given)	-2.3	-2	0.1	4	3	-0.3	-0.7	4	1
CC1CCCN(CCCNC(=O)c2ccc3c(c2)N(Cc2ccccc2F)C(=O)c2ccccc2S3(=O)=O)C1 (stereo not given)	-1.2	0	0.4	-3	-6	-0.3	1.1	0	-4
O=C(c1ccc(Cl)cc1)C1CCN(C(=O)N2CCOCC2)CC1	-1.7	-2	-1.0	0	3	-1.0	.	6	-10
O=S(=O)(NCCc1ccccn1)c1ccc(F)c(F)c1	-1.0	-9	0.3	0	2	-1.0	.	4	-2
O=S(=O)(/C=C/C=C/S(=O)(=O)c1ccccc1)c1ccccc1	-0.7	-7	3.4	5	18	0.2	0.4	-2	-2
COc1ccc(CC(=O)Nc2ccc(C)c(S(=O)(=O)N3CCCCCC3)c2)cc1	-1.1	14	2.8	2	5	1.1	-2.5	8	15
Cc1ccc(OCC(=O)N2CCN(C(=O)c3cccs3)CC2)cc1	-4.0	?	-0.8	4	0	1.5	.	6	3
C=CC(=O)Nc1cccc(Oc2ccnc3[nH]ccc23)c1	-30	-17	1.2	0	.	-0.6	.	-3	.
Clc1ccc(-c2nnc(C34CC5CC(CC(C5)C3)C4)o2)cn1	-1.3	-4	0.7	-1	.	0.0	.	-7	.
CCOc1cc(/C=C/C(=O)N(CC)CC(=O)NCc2cccs2)cc(Cl)c1OC	-2.0	-1	1.2	-1	-2	1.4	0.6	17	0
COc1ccc(CCNc2oc(-c3ccccc3OC)nc2C#N)cc1	-3.5	3	2.0	0	8	-0.6	.	30	-60
Cc1ccc(OCCCC(=O)Nc2ccc(S(=O)(=O)N3CCOCC3)cc2)cc1	-0.9	4	0.6	7	7	2.5	0.1	21	-7
CC1(C)NC(=O)N(CC(=O)N2CCCC(C(F)(F)F)C2)C1=O (stereo not given)	-3.4	2	-0.9	2	-6	1.8	0.2	9	2
CCCCCCc1cc2cc(-c3nnc(-c4ccccc4)o3)c(=O)oc2cc1O	-1.0	15	-0.9	2	-5	1.7	.	8	-1
Cc1cc(C)c2c(SC(C)C)nc(N)nc2n1	-0.4	?	0.5	5	7	-0.3	0.7	14	-15

Filtered by structure: the compounds so far with a cyano group (three)
SMILES	FadD28 FP inh	BoNT-F LC inh	PfHsp40 rescue	Anthrax LF inh2	PrPC TRFRET	BoNT A protease	TcdB GH inh	Y pestis TopoI	CCHFV vOTU inh
Cc1cccc(NC(=O)/C(C#N)=C/c2ccccc2O)n1	-2.9	-2	-0.1	-11	4	1.0	0.3	1	-13
C[C@@H]1CN([C@@H](C)CO)C(=O)CCCn2nncc2CO[C@H]1CN(C)S(=O)(=O)c1ccccc1C#N	-0.1	-4	.	1	4	-0.3	-0.9	2	-2
COc1ccc(CCNc2oc(-c3ccccc3OC)nc2C#N)cc1	-3.5	3	2.0	0	8	-0.6	.	30	-60

One compound at a time, from the list above. Order of values: FadD28 FP inh, BoNT-F LC inh, PfHsp40 rescue, Anthrax LF inh2, PrPC TRFRET, BoNT A protease, TcdB GH inh, Y pestis TopoI, CCHFV vOTU inh
Shown for CCCCCCc1cc2cc(-c3nnc(-c4ccccc4)o3)c(=O)oc2cc1O : -1.0, 15, -0.9, 2, -5, 1.7, ., 8, -1
Shown for Clc1ccc(-c2nnc(C34CC5CC(CC(C5)C3)C4)o2)cn1 : -1.3, -4, 0.7, -1, ., 0.0, ., -7, .
Shown for COc1ccc(CC(=O)Nc2ccc(C)c(S(=O)(=O)N3CCCCCC3)c2)cc1 : -1.1, 14, 2.8, 2, 5, 1.1, -2.5, 8, 15
Shown for CCOC(=O)c1[nH]c2c(c1-c1ccccc1)C(=O)CC(c1ccccc1)C2 (stereo not given) : -2.3, -2, 0.1, 4, 3, -0.3, -0.7, 4, 1
Shown for Cc1cc(C)c2c(SC(C)C)nc(N)nc2n1 : -0.4, ?, 0.5, 5, 7, -0.3, 0.7, 14, -15

Further structures.
SMILES	FadD28 FP inh	BoNT-F LC inh	PfHsp40 rescue	Anthrax LF inh2	PrPC TRFRET	BoNT A protease	TcdB GH inh	Y pestis TopoI	CCHFV vOTU inh
COc1ccc(NC(=O)CCS(=O)(=O)c2ccc3c(c2)CCN3C(C)=O)cc1	-3.0	2	-0.1	2	-2	0.0	0.5	-10	7
O=C(c1cccc(OC2CCN(Cc3cc(F)cc(F)c3)CC2)c1)N1CCCC1	-2.3	8	0.4	4	-3	1.8	0.7	20	-5
CC(C)NC(=O)N(C)C[C@H]1Oc2ccc(NC(=O)Nc3ccccc3)cc2C(=O)N([C@@H](C)CO)C[C@@H]1C	-0.4	-11	0.7	3	3	-0.5	-0.4&-5.8	2	17
COc1ccc(S(=O)(=O)Oc2cccc(/C=N/N=C3/NC(=O)C(CC(=O)O)S3)c2)cc1 (stereo not given)	-5.0	-7	-0.4	3	0	-0.7	6.0	9	4
Cc1nn(Cc2ccc(Cl)cc2)c(Cl)c1/C=N/NC(=O)c1cccnc1	-12	-7	1.0	-1	5	-0.8	-0.2	16	-9
CCC(NC(=O)c1cc(COc2cc(C)c(Cl)c(C)c2)on1)c1ccncc1 (stereo not given)	-5.8	0	0.3	-4	9	-1.4	-1.8	40	6
CS(=O)(=O)N1CCC(C(=O)NCCN2CCN(Cc3ccccc3)CC2)CC1	2.0	-4	1.2	0	-5	2.0	1.0	7	-15
COc1cc(OC)c(OC)cc1CNC(=O)c1cccc(S(=O)(=O)N2CCc3ccccc3C2)c1	-3.7	-16	0.4	3	6	-1.4	0.9	35	-3
COc1cc2c(cc1OC)CN(C(=O)CNS(=O)(=O)c1ccc(C)c(C)c1)CC2	.	-8	0.2	3	0	-1.8	1.0	8	-7
COCCCN1C(=O)N(c2ccc(F)cc2)C(=O)C1CC(=O)Nc1ccc(OC)cc1 (stereo not given)	-4.4	11	0.8	-17	2	-0.3	1.6	-5	-4
CCc1c(O)nc2sc3ccccc3n2c1=O	-2.7	-8	-0.5	-2	8	-1.3	.	-6	10
Cc1ccc(S(=O)(=O)N2[C@@H](c3ccc4c(c3)OCO4)C(C(=O)O)=C[C@H]2CC2CCCC2)cc1	-1.9	-4	1.8	3	-10	-0.5	5.0	12	18
CCC(NC(=O)c1cncc(Br)c1)c1ccccc1 (stereo not given)	-1.9	-3	-0.8	-2	-3	-0.4	1.5	-3	8
CC(C)N(CCCNC(=O)Cn1c(=O)c2cccn2c2ccccc21)Cc1ccccc1	-0.5	5	-0.8	6	-9	1.2	1.0	-10	-6
CC(C)CC(NC(=O)C1CCCCC1)C(=O)N1CCN(c2ccccn2)CC1 (stereo not given)	-1.1	-8	-0.9	7	-6	-0.2	.	1	11
COc1ccccc1N1CCN(C(=O)CNS(=O)(=O)c2ccc(Br)s2)CC1	0.2	0	0.7	-3	-6	0.8	0.8	18	-10
CCOc1ccc(NC(=O)CNC(=O)c2ccco2)cc1	0.3	13	0.0	-5	2	-4.6	-1.0	8	0
CN(C)C1(CNC(=O)CC(NC(=O)c2ccccc2Cl)c2ccccc2)CCCCC1 (stereo not given)	-0.5	-5	2.3	3	-3	-0.2	0.7	2	1
COc1cc2ccccc2cc1C(=O)N(CCN(C)C)c1nc2c(C)cccc2s1	-2.0	-3	0.3	-2	-11	0.5	3.0	7	16
Cc1cc(C(=O)Nc2ccccc2N2CCOCC2)no1	-2.6	-10	-0.4	2	4	1.7	1.3	-6	4
CCOC(=O)C1CCN(S(=O)(=O)c2ccc3c(c2)NC(=O)CS3)CC1	2.3	-5	-1.9	1	4	-0.6	1.6	4	-5
CNS(=O)(=O)c1cccc(C(=O)OCC(=O)NCc2ccccc2)c1	-3.0	1	1.2	-7	-1	1.6	-0.5	1	0
CC(=O)N1CCN(S(=O)(=O)c2cccc(C(=O)OCc3ccc(C(C)(C)C)cc3)c2)CC1	-1.3	5	3.0	-6	8	-0.2	0.7	-5	-7
CC(C)c1c(O)nc(SCCC(=O)O)[nH]c1=O	-2.7	3	-0.9	3	4	-0.7	.	-5	8

Filtered by structure, the compounds so far with an aryl thioether with sulfur outside any ring (three)
SMILES	FadD28 FP inh	BoNT-F LC inh	PfHsp40 rescue	Anthrax LF inh2	PrPC TRFRET	BoNT A protease	TcdB GH inh	Y pestis TopoI	CCHFV vOTU inh
Cc1sc2nc(CSc3nc4ccccc4c(=O)n3CCCN3CCOCC3)[nH]c(=O)c2c1C	-0.2	-9	-1.1	1	-2	7.8	.	-10	-11
Cc1cc(C)c2c(SC(C)C)nc(N)nc2n1	-0.4	?	0.5	5	7	-0.3	0.7	14	-15
CC(C)c1c(O)nc(SCCC(=O)O)[nH]c1=O	-2.7	3	-0.9	3	4	-0.7	.	-5	8

Later entries:
SMILES	FadD28 FP inh	BoNT-F LC inh	PfHsp40 rescue	Anthrax LF inh2	PrPC TRFRET	BoNT A protease	TcdB GH inh	Y pestis TopoI	CCHFV vOTU inh
Fc1cccc(C2NN=C(c3ccccc3)S2)c1 (stereo not given)	-2.2	5	-0.2	1	-1	0.2	1.4	0	0
O=C(NC1CCCCC1)c1cc(-c2ccco2)on1	-2.0	-2	0.6	-4	5	-0.4	2.0	-7	-7
Cc1ccc(-n2c(C)nnc2SCC(=O)N2CCOCC2)cc1	-0.6	-15	-1.4	0	3	-0.5	1.3	8	17
COc1ccc(-c2sccc2C(C)C(=O)O)cc1 (stereo not given)	-1.3	33	-0.2	0	3	1.3	.	-3	1
CCc1nc2ccccc2n1Cc1cc(=O)n2cc(C)ccc2n1	-2.3	1	0.2	-2	-2	0.2	.	0	-9
O=C(Nc1ccc(S(=O)(=O)Nc2ncccn2)cc1)c1ccccc1Br	-1.4	-11	0.4	-4	0	1.1	0.9	4	-9
CCCC(=O)Nc1cc(OC)c(C(=O)OC)cc1Cl	-1.9	1	0.5	-4	12	0.5	-2.7	2	1

Screening data from PubChem BioAssay.

Outcome played no part in choosing rows; any-hit rate near 2.3%.
